Bioassay records as filed in PubChem BioAssay.
RXFP1 antag: qHTS Assay for Antagonists of the Relaxin Receptor RXFP1. actives 0.59% (n = 350,000). activity change, negative = inhibition, % at 57.5 µM. AID 1259400, 2018. Relaxin receptor 1 (Homo sapiens), Q9HBX9. HEK293-RXFP1, relaxin-stimulated cAMP HTRF, 30 min; hits give low values;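 active means activity change of -60% or lower, but not beyond a set lower limit; inconclusive means change between -60% and -40%, or beyond the set limit; inactive means change above -40%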; further: on the % scale 0 is the no-effect control and ±100 the full control effect
TRHR agonist: qHTS for Small Molecule Agonists and Allosteric Enhancers of Human TRH Receptor: Primary Screen for Agonists; AID 493084, 2011; Thyrotropin-releasing hormone receptor (Homo sapiens), P34981; actives 0.18% (n = 360,000); activation, % at 2 µM; TRHR cells, calcium flux fluo-8, FDSS agonist mode; in the data active means activation above about 30%; further: 0% is about no effect
Target sequence (P34981 whole entry, looked up): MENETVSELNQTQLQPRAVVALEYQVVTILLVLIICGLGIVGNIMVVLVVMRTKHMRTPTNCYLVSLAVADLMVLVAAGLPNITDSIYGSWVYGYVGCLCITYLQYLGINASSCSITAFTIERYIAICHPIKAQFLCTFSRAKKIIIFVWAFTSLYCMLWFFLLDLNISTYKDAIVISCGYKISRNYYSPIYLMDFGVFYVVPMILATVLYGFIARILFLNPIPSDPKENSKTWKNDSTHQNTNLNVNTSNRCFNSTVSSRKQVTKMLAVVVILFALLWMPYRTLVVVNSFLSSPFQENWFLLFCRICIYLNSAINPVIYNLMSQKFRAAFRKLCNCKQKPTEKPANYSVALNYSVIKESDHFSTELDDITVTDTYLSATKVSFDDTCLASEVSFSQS
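Steps: seed TRHR cells overnight; add fluo-8 no-wash Ca dye, RT 30 min–1.5 h; record 10 s baseline; pin-transfer compounds; monitor fluorescence 1 cycle/s for the agonist window. Calcium increases flag candidate agonists.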
Apoferritin bind: qHTS Assay for Identification of Novel General Anesthetics | Ferritin light chain (Equus caballus), P02791 | apoferritin/1-aminoanthracene competitive binding, fluorescence | Potency, µM (titrated, usually from 77.5 µM), for inactives: top-dose activity change, negative = displacement, most hits filed as inhibitors | actives 0.074% (n = 350,000) | AID 485281, 2010; further: potency means the concentration at half of the fitted maximal effect; on the % scale 0 is the no-effect control and ±100 the full control effect; nearly all actives have a fitted effect of over 20% in size
Target sequence (P02791 2-175 limits assumed): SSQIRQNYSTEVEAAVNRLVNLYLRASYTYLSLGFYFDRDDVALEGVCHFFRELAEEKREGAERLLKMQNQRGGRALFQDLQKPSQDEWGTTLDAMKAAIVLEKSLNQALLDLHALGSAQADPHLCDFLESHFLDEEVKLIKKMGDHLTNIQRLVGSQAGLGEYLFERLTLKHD
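Read-out: endpoint 1-AMA fluorescence, excitation 380 nm and emission 535 nm, after compounds sit 10 min at room temperature with 10 uM horse-spleen apoferritin in 50% saturated 1-AMA/PBS. Values come from four-parameter Hill fits.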
D1 potentiator: Potentiators of Human D1 Dopamine Receptor: qHTS | D(1A) dopamine receptor (Homo sapiens), P21728 | HEK293 TREx D1 cells, calcium flux, dopamine EC20 potentiation | potentiation, % at 10 µM | actives 0.036% (n = 360,000) | AID 504651, 2011; in the data active means potentiation above about 30%; further: 0% is about no effect
D1 agonist: Allosteric Agonists of the Human D1 Dopamine Receptor: qHTS; activation, % at 2 µM; D(1A) dopamine receptor (Homo sapiens), P21728; HEK293 T-REx D1 cells, calcium flux, agonist mode; AID 504660, 2011; actives 1% (n = 360,000); in the data active means activation above about 30%; further: 0% is about no effect
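Agonism was scored from calcium flux recorded over 180 s (1 read/s) after pintool compound addition, following a 10-cycle baseline. Cells were inducible force-coupled HEK293 TREx D1, plated overnight at 30 C and loaded with no-wash calcium dye.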
TRHR enhancer: qHTS for Small Molecule Agonists and Allosteric Enhancers of Human TRH Receptor: Primary Screen for Enhancers. enhancement, % at 2 µM. actives 0.66% (n = 360,000). AID 493056, 2011. Thyrotropin-releasing hormone receptor (Homo sapiens), P34981. TRHR cells, fluo-8 calcium fluorescence, EC20 TRH enhancement; in the data active means enhancement above about 30%; further: 0% is about no effect
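TRHR-expressing cells loaded with fluo-8 calcium dye were read kinetically (ex 480/em 530) during compound addition, then stimulated with an EC20 of TRH (10 nM final). Enhancement of the Gq-mediated intracellular calcium response was scored.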
D2 potentiator: HTS Assay for Positive Allosteric Modulators of the Human D2 Dopamine Receptor: Primary Screen for Potentiators | HEK293 T-REx D2, calcium flux, EC20 dopamine potentiation | potentiation, % at 10 µM | actives 0.34% (n = 340,000) | D(2) dopamine receptor (Homo sapiens), P14416;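 active means potentiation over 3 SD above the plate norm, cut at about 30% in these data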; further: 0% is about no effect
Target sequence (P14416 whole entry, looked up): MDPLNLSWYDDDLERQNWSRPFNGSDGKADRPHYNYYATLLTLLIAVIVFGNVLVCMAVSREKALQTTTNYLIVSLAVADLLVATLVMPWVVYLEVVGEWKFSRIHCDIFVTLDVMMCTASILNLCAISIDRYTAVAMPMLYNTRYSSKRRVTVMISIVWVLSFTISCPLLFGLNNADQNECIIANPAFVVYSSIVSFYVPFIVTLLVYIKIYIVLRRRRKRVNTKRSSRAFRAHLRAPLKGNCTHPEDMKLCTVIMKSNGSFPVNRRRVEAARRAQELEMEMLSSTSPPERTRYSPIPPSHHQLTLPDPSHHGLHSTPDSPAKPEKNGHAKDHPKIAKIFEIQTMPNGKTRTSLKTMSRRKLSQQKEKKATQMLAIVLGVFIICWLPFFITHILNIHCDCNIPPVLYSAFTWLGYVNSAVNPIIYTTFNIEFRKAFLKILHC
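Tetracycline-induced Hek293 Trex D2 cells, force-coupled to calcium, loaded with no-wash calcium dye. Compound added with 180 s kinetic read for agonism, then EC20 dopamine and a further 180 s read for potentiation.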
D1 antagonist: Antagonist of Human D 1 Dopamine Receptor: qHTS | D(1A) dopamine receptor (Homo sapiens), P21728 | HEK293 TREx D1 cells, calcium flux, dopamine EC80; hits give low values | activity change, negative = inhibition, % at 10 µM | actives 3.2% (n = 360,000) | AID 504652, 2011; in the data active means activity change below about -30%; further: on the % scale 0 is the no-effect control and ±100 the full control effect
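Calcium flux readout: force-coupled, inducible Hek293 Trex D1 line, cells induced overnight at 30 C with tetracycline, dye-loaded 30–90 min at RT. Antagonism scored against EC80 dopamine challenge given 180 s after compound.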
RXFP1 agonist: qHTS Assay for Agonists of the Relaxin Receptor RXFP1 | Relaxin receptor 1 (Homo sapiens), Q9HBX9 | HEK293T-RXFP1 cAMP TR-FRET, 30 min; response scale: percent of porcine relaxin response, buffer zero | Potency, µM (titrated, usually from 57.5 µM), for the others: top-dose activation, usual class: activators | actives 0.3% (n = 370,000); further: potency means the concentration at half of the fitted maximal effect; on the % scale 0 is the no-effect control and ±100 the full control effect; nearly all actives have a fitted effect of over 60% in size; many of its hits are not listed in these tables
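HEK293T cells stably expressing RXFP1 were pretreated with the PDE4 inhibitor Ro 20174, exposed to compounds for 30 min at 37C, lysed, and cAMP was read by TR-FRET. Data normalized to buffer (basal) and 29 nM porcine relaxin (100%).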
* = called active by the depositor; ? = inconclusive; nt = no result given; [ ] = another dose, or the depositor's remark. Unless noted, the call rests on the fitted dose curve; in most records, active means well fitted curve in the direction sought with a large enough effect; inconclusive means small, poorly fitted or top-dose-only effect, or another doubt; inactive means no such curve, though single readings can be large; an effect the other way counts as inactive or inconclusive.

The line under a structure holds: RXFP1 antag	TRHR agonist	Apoferritin bind	D1 potentiator	D1 agonist	TRHR enhancer	D2 potentiator	D1 antagonist	RXFP1 agonist
1) Cc1ccc(-n2c3c(cc(C(=O)N4CCN(C)CC4)c2=O)C(=O)CC(C)(C)C3)cc1
→ 3	1.0	46%[activator]	3	4	-2	-9	8	0.4%
2) Cc1cccc2cc(COC(=O)C3CCCCC3)c(=O)[nH]c12
→ -13	-0.1	-24%	-1	2	-1	-10	-16	1.5%
3) Cc1ccc(-c2nnc(SCc3ccccc3)o2)cc1
→ -10	-0.1	-7%	-5	1	3	6	-9	1.6%
4) Cn1c(=O)c(N)c2c3c(c(Br)ccc31)C(=O)c1ccccc1-2
→ -2	60*	14%	-5	73*	-5	nt	-9	0.6%
5) CCCCC12CN3CC(C)(CN(C1)C3c1cc(Br)ccc1O)C2=O (stereo not given)
→ ?	1.2	42%[activator]	2	1	2	5	-3	1.1%
6) O=C(CNC(=O)c1cccs1)NCC(=O)OCc1ccc(Cl)cc1Cl
→ -10	-1.5	-11%	-6	2	-4	-6	1	-2.5%
7) FC(F)(F)c1n[nH]c(=S)n1/N=C/c1ccco1
→ 0	0.6	-7%	-8	0	-5	5	8	0.2%
8) CCOC(=O)N1CCN(S(=O)(=O)N2CCCC(C(=O)NCCc3ccc(OC)c(OC)c3)C2)CC1 (stereo not given)
→ 10	-0.2	-1%	-6	0	-3	4	-27	1.6%
9) O=[N+]([O-])c1cccnc1N/N=C/c1ccccc1O
→ -1	-0.1	-5%	-6	0	-1	11	-8	2.4%
10) CCOC(=O)C1=NN(c2ccccc2)C2=NC(C)=C(C(=O)OC)C(c3ccc(C)cc3)N12 (stereo not given)
→ 7	0.0	-10%	1	-2	4	18	-12	3.5%

Part of the list above in order of heavy-atom count, falling:
The line under a structure holds: RXFP1 antag	TRHR agonist	Apoferritin bind	D1 potentiator	D1 agonist	TRHR enhancer	D2 potentiator	D1 antagonist	RXFP1 agonist
1) Cc1ccc(-n2c3c(cc(C(=O)N4CCN(C)CC4)c2=O)C(=O)CC(C)(C)C3)cc1
→ 3	1.0	46%[activator]	3	4	-2	-9	8	0.4%
4) Cn1c(=O)c(N)c2c3c(c(Br)ccc31)C(=O)c1ccccc1-2
→ -2	60*	14%	-5	73*	-5	nt	-9	0.6%
7) FC(F)(F)c1n[nH]c(=S)n1/N=C/c1ccco1
→ 0	0.6	-7%	-8	0	-5	5	8	0.2%

Next section:
The line under a structure holds: RXFP1 antag	TRHR agonist	Apoferritin bind	D1 potentiator	D1 agonist	TRHR enhancer	D2 potentiator	D1 antagonist	RXFP1 agonist
11) Cc1oncc1C(=O)Nc1cccc2ccccc12
→ -6	-0.1	-7%	-5	1	-4	4	0	-3.0%
12) COc1ccc(/C=C/C(=O)NC(=S)N2CCN(C)CC2)cc1
→ -8	0.4	-9%	-3	5	0	1	7	1.2%
13) Cc1ccc(NC(=O)c2cc(Cl)ccc2[N+](=O)[O-])cc1C
→ -5	-0.2	-15%	-6	2	-6	-5	8	1.4%
14) O=C(CSc1nnc(-c2ccccc2)o1)N1CCOCC1
→ -12	0.5	-7%	-3	2	-1	-5	-8	-0.6%
15) CCOC(=O)c1c(NC(=O)c2noc3c2CCCC3)sc(C)c1C
→ nt	-0.3	-8%	-10	2	-5	5	3	2.0%
16) Cn1nnnc1SCC(=O)Nc1nc2c(s1)CCCC2
→ -15	0.8	-15%	-2	4	1	3	2	1.2%
17) COC(=O)c1cc(NC(=O)Cc2ccccc2[N+](=O)[O-])ccc1Cl
→ nt	-1.3	?	-5	9	16	14	-9	-4.0%
18) CC(=O)c1cccc(NC(=O)c2cc(Cl)sc2Cl)c1
→ -9	-2.0	-13%	2	0	10	-4	5	0.7%
19) CSCCC(NC(=O)C1CCCC1)c1nnc2ccccn12 (stereo not given)
→ 9	0.2	0%	1	0	6	8	-11	12%
20) CCCCN(C)CCCNC(=O)CS(=O)Cc1nc(-c2ccc(OC)c(OC)c2)oc1C (stereo not given)
→ 1	0.0	-8%	-6	1	1	-10	-8	2.4%
21) CCOC(=O)[C@H]1[C@H]2COc3ccc(OC)cc3[C@@H]2N2C(=O)c3cc(OC)c(OC)cc3NC(=O)[C@@]12C
→ nt	0.0	nt	1	3	-1	5	-17	0.5%
22) CCCCCOc1ccc(NC(=O)CCCC(=O)O)cc1
→ -5	-0.2	0%	-4	3	1	7	4	1.1%
23) Cc1ccc(S(=O)(=O)N2CCC(C(=O)OCCOc3cccc(C)c3)CC2)cc1
→ -2	2.2	nt	-7	8	-2	-2	11	0.4%
24) COc1ccc(CN2C(=O)c3cccnc3C2=O)cc1S(=O)(=O)NC1CCCCC1C (stereo not given)
→ 8	0.4	4%	-4	1	-4	4	9	25µM*
25) O=C(O)C(Cc1ccccc1)n1c(=S)[nH]c2ccccc2c1=O (stereo not given)
→ 1	0.0	-2%	-7	2	0	1	-7	-1.4%
26) Clc1ccc(N2CCN(/N=C/c3ccncc3)CC2)cc1
→ -2	0.4	6%	-7	11	0	8	-20	4.1%
27) CCOc1ccc(C(=O)Nc2ccc3oc(-c4ccncc4)nc3c2)cc1
→ -9	0.0	-14%	2	4	11	14	6	24%
28) CCOc1ccccc1NC(=O)C1=C(C)Nc2ncnn2C1c1ccc(C)o1 (stereo not given)
→ nt	-0.2	3%	-1	-1	-5	-5	6	-0.5%
29) COCCN(C(=O)c1ccco1)c1nnc(-c2ccc(F)cc2)s1
→ -20	-0.4	-15%	-4	-1	-8	-2	6	-0.2%
30) CS(=O)(=O)N1CCCC(C(=O)NCCCN2CCc3ccccc3C2)C1 (stereo not given)
→ 4	-2.8	35%[activator]	-3	3	-3	17	4	0.3%
31) CCC(C(=O)N1CCN(c2cc(Cl)ccc2C)CC1)n1nc(C)n2c(cc3occc32)c1=O (stereo not given)
→ nt	-1.1	-15%	-5	2	0	-1	11	1.8%
32) COCCNC(=S)N/N=C(\C)c1cc2ccccc2o1
→ -8	-0.5	-5%	-6	1	-9	-2	-3	0.1%
33) Cc1ccc(S(=O)(=O)N2CCN(C(=O)c3ccc(N4CCCC4)c([N+](=O)[O-])c3)CC2)cc1
→ -2	-0.2	-7%	-3	1	-6	-6	-12	-1.7%
34) COc1ccc2cc3cc(C(=O)NCCCN4CCOCC4)oc3nc2c1
→ 1	0.3	96%[activator]	1	2	0	-6	3	0.7%
35) COc1cc2ccccc2cc1C(=O)N1CCN(c2nc3c(F)cccc3s2)CC1
→ 7	3.5	-11%	-1	-1	0	4	nt	2.8%
36) COc1cccc(/C=N/NC(=O)c2ccc(N3CCCC3=O)cc2)c1
→ -5	-0.4	1%	-4	4	-1	-23	-1	8.8%
37) O=c1cc(-c2ccc(O)cc2)oc2c(C3O[C@H](CO)[C@@H](O)[C@H](O)[C@H]3O)c(O)cc(O)c12 (stereo not given in full)
→ nt	1.4	nt	4	-2	-10	9	2	0.3%
38) CC(OC(=O)c1ccc(Cl)nc1)C(=O)NC1CCCC1 (stereo not given)
→ -2	-0.4	nt	1	-1	2	1	0	-3.1%
39) CCOc1ccccc1OCC(=O)Nc1cccc(S(=O)(=O)N2CCCCCC2)c1
→ 5	-0.3	nt	-5	19	6	-5	-5	0.1%
40) O=C(COC(=O)c1n[nH]c2ccccc12)Nc1cccc(S(=O)(=O)N2CCOCC2)c1
→ -17	0.3	-16%	-9	4	2	-2	-31*	2.2%
41) CCOc1cc(CO)c(Br)cc1OCC(=O)O
→ -10	-0.2	-13%	-14	2	3	7	8	3.1%
42) COc1ccc(OCC(=O)Nc2cccc(-c3nc4ccccc4o3)c2)cc1
→ -6	0.9	2%	-1	6	2	1	0	3.2%
43) CC(=O)c1ccc(N2C(=O)N(Cc3ccccc3C#N)c3ccccc3S2(=O)=O)cc1
→ nt	-0.5	-4%	-3	7	4	-1	12	-1.1%
44) Oc1ccc(-n2cnnn2)cc1
→ -6	0.9	-2%	-3	2	-2	0	5	3.5%
45) COc1ccccc1CC(=O)Nc1c[nH]c(=O)[nH]c1=O
→ -6	0.0	7%	-3	1	0	-2	5	-0.4%
46) Cc1cccc2c1-c1sc(C(=O)N(C)c3cccc(Cl)c3)cc1CO2
→ ?	-0.6	56%[activator]	-4	7	6	24	20	1.3%
47) CC(C)c1cc2c(c(O)c1O)[C@@]13CCCC(C)(C)C1CC2OC3=O (stereo not given in full)
→ nt	-0.2	?	4	10	-2	9	-5	-0.7%
48) COc1ccc2cc(CNc3ccc(OC)c(OC)c3)c(=O)n(CC(=O)Nc3ccccc3F)c2c1
→ nt	-0.6	?	-4	1	6	-1	-14	2.6%
49) Cc1c(C(=O)NCCSCc2ccccc2)cccc1[N+](=O)[O-]
→ 0	-2.3	-21%	-7	4	-9	-4	-10	-0.5%
50) COC(=O)c1cc(S(=O)(=O)NCCc2ccccc2)c[nH]1
→ nt	0.2	-23%	-5	3	-2	3	4	-1.1%
51) O=C([O-])c1cc(-c2ccccc2)cc(-c2ccccc2)[n+]1Cc1ccccc1
→ nt	-0.6	nt	-1	0	0	13	0	-0.2%
52) COc1ccc(OCCC(=O)OCC(=O)Nc2ccc(S(=O)(=O)N3CCOCC3)cc2)cc1
→ -1	0.6	-10%	-1	11	-4	9	-1	1.1%

An excerpt; rates above refer to the full screens.
